# RmlCD inh 1536: blocks M. tuberculosis RmlC and RmlD coupled enzymes | P9WH09+P9WH11 | RmlC+RmlD coupled enzyme assay, percent inhibition; primary screen in compound mixtures | inhibition, % at 3.6 µM | actives 0.03% (n = 160,000) | AID 1533; in the data active = inhibition mostly above about 34%, no sharp cut-off; inconclusive = no clear call, values can overlap the other calls; inactive = mostly below about 22%; also: some results filed as inactive read as strong as hits
# Target sequence (P9WH09 whole entry, looked up): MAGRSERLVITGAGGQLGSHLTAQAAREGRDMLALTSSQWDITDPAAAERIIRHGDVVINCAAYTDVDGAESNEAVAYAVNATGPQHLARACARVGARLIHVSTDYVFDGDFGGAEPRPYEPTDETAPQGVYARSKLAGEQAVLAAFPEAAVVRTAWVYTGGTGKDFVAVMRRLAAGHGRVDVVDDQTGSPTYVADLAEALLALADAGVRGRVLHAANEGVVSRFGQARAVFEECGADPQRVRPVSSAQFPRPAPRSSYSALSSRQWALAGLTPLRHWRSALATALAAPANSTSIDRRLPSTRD
# Target sequence (P9WH11 whole entry, looked up): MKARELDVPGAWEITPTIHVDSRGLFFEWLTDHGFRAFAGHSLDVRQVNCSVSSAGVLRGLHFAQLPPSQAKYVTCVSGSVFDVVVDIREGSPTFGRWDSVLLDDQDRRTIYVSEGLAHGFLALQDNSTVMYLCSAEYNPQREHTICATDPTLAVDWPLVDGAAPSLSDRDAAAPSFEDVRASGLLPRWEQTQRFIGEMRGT
# GlmU inhibition: inhibition of mycobacterial GlmU enzyme – biochemical, glucosamine-1-phosphate acetyltransferase (AID 1376); M. tuberculosis GlmU acetyltransferase enzyme assay; higher % means a stronger effect; inhibition, %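 (tested at 30 µM in the primary screen)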; hits with a dose series show IC50 in µM; actives 0.25% (n = 220,000); in the data active = inhibition above about 13%; inconclusive = no clear call, values can overlap the other calls;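 also: 0% = complete reaction with vehicle and 100% = reaction without substrate; strong numbers were not always called active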
# An asterisk follows results filed as active; ? = inconclusive; . = no result given. This is a subset; the hit share may differ from the screen's.
Compound	RmlCD inh 1536	GlmU inhibition
O=P1(Nn2cnnc2)C=C(c2ccccc2)OC(c2ccccc2)=C1	.	8.1%
COCCCNC(=O)C(=O)NC1CCCCC1C (centres undefined)	-49	1.6%
O=[N+]([O-])c1ccccc1S(=O)(=O)Oc1ccc(C(=S)N2CCOCC2)cc1	.	2.2%
CCC(CO)NC(=O)c1cccc(S(=O)(=O)N2c3ccccc3CC2C)c1 (centres undefined)	.	-0.1%
CCOC(=O)C1(c2ccccc2)CCN(CC(=O)Nc2cccc3ccccc23)CC1	-8	1.9%
O=C(CNC(=S)N(Cc1ccccc1)Cc1ccccc1F)NCCc1ccc(Cl)cc1	6	-4.6%
C/C(=N/NC(=O)c1ccc2c(c1)OCO2)c1cccc(NC(=O)C(C)(C)C)c1	1	-2.0%
COc1ccc(-c2noc(CCC(=O)Nc3cc(OC)ccc3OC)n2)cc1	-6	7.7%
CCOC(=O)C1=C(c2ccccc2)OC(N)=C(C#N)C1c1ccncc1 (centres undefined)	-5	-3.5%
CC(OC(=O)CCc1nc2ccccc2c(=O)[nH]1)C(=O)Nc1ncc(Cl)cc1Cl (centres undefined)	-5	1.2%
COC(=O)c1cc(Br)ccc1OC(=O)c1cccnc1	3	2.0%
CCOc1ccc(CCNC(=O)C2=C(C)C(=O)OC23CCC(C)CC3)cc1 (centres undefined)	.	0.2%
O=C(NCc1ccc(Cl)cc1)c1noc2c1CCCCC2	-9	-0.3%
C/C=C/C(=O)Nc1ccc(N2CCN(c3ccc(C(F)(F)F)cn3)CC2)nc1	1	0.7%
CCOc1ccc(C(CC(=O)O)NC(=O)C(Sc2ccccc2)c2ccccc2)cc1 (centres undefined)	40	-3.2%
CCOC(=O)C1CCCN(Cc2c(Cl)cccc2Cl)C1 (centres undefined)	-5	1.4%
N#Cc1nc(-c2cccs2)oc1NCc1ccco1	-2	0.9%
COc1ccc(CNc2ccc3c(c2)ncn3-c2ccccc2OC)cc1	.	0.2%
CCC(C)NS(=O)(=O)c1ccc(OC)c(Cl)c1Cl (centres undefined)	3	-3.9%
Cc1noc(C)c1/C=N/Nc1ccc2ccccc2n1	2	1.6%

# Reprinted at random: six entries already listed
Compound	RmlCD inh 1536	GlmU inhibition
CCOc1ccc(CCNC(=O)C2=C(C)C(=O)OC23CCC(C)CC3)cc1 (centres undefined)	.	0.2%
CCOC(=O)C1=C(c2ccccc2)OC(N)=C(C#N)C1c1ccncc1 (centres undefined)	-5	-3.5%
CCC(CO)NC(=O)c1cccc(S(=O)(=O)N2c3ccccc3CC2C)c1 (centres undefined)	.	-0.1%
COc1ccc(-c2noc(CCC(=O)Nc3cc(OC)ccc3OC)n2)cc1	-6	7.7%
CCOc1ccc(C(CC(=O)O)NC(=O)C(Sc2ccccc2)c2ccccc2)cc1 (centres undefined)	40	-3.2%
CCOC(=O)C1(c2ccccc2)CCN(CC(=O)Nc2cccc3ccccc23)CC1	-8	1.9%

# Continuation.
Compound	RmlCD inh 1536	GlmU inhibition
CC1CN(C(=O)CSc2nnc(-c3ccc(Cl)cc3)n2C)CC(C)O1 (centres undefined)	1	-9.4%
c1ccc(-c2nn3c(C4CCCCC4)nnc3s2)nc1	-4	0.3%
CC(C)OC(=O)c1ccc(NC(=O)c2ccco2)cc1	.	3.7%
COc1ccccc1NC(=O)N1CCN(c2ccc3nnc(-c4ccc(F)cc4)n3n2)CC1	5	-2.9%
CCc1cc(C(c2ccccn2)N2CCN(C)CC2)c(NC(=O)c2ccccc2)s1 (centres undefined)	10	-7.2%
O=C(c1ccncc1)N1CCN(C(=O)c2ccncc2)CC1	.	0.1%
Cn1cccc1C(=O)OCC(=O)Nc1ccc2c(c1)OCO2	-2	-0.4%
COc1cc(OC)c2c(c1)C(=O)OC2OC (centres undefined)	?	-1.9%
COC(=O)NCC1(C)CC(NC(=O)OC)CC(C)(C)C1 (centres undefined)	-4	3.3%
CC(c1ccco1)N(C(=O)c1ccccc1NS(=O)(=O)c1ccc(Cl)cc1)c1ccccn1 (centres undefined)	44	1.1%
CCOC(=O)CSc1ncc(-c2cccc(Cl)c2)cn1	-12	-2.4%
CCO[C@@H]1OC(C(=O)NCc2nc3ccccc3[nH]2)=C[C@H](C2CC2)[C@H]1CCCO	.	2.5%
CCS(=O)(=O)N1CCCC(C(=O)NC2CCCCC2)C1 (centres undefined)	.	-6.6%
Cc1c(NC2=CC(=O)CC(C)(C)C2)ccc([N+](=O)[O-])c1C	-9	6.7%
Cc1nc2ccc(NC(=O)c3sccc3C)cc2s1	-8	4.5%
CCCCN1C(=O)/C(=C2/C=CC=CN2C)SC1=S	3	-1.2%
CC(=O)Nc1ccc(S(=O)(=O)N(C)CC(=O)NC2=NCCS2)cc1	108	1.7%
COc1cc(OC)cc(-c2cc3nc(C)c(CCC(=O)O)c(C)n3n2)c1	1	-4.1%
CC(C(=O)NCC1CCCO1)n1cccc1C(=O)c1ccccc1 (centres undefined)	-6	3.8%
COC(=O)c1ccc(NC(=O)CCS(=O)(=O)c2ccc(Br)cc2)cc1	6	3.5%
COC(=O)Cc1[nH]nc2c1C1(CCSCC1)C(C#N)=C(N)O2	.	-0.8%
Cc1nc2cccc(C)n2c(=O)c1Cl	.	5.0%
CC(OC(=O)CNC(=O)c1ccc2c(c1)OCO2)C(=O)NCCC1=CCCCC1 (centres undefined)	.	-4.6%
CCCCC(=O)Nc1ncc2c(n1)CC(C)(C)CC2=O	39	0.0%
Cc1nnc(SCc2ccccc2C#N)n1-c1ccccc1	17	6.1%
Cc1ccc(C)c2sc(NC(=O)c3ccc(N4C(=O)CCC4=O)cc3)nc12	.	0.2%
COCc1cc(=O)[nH]c(Sc2c(-c3ccccc3)c3ccc(Cl)cc3[nH]c2=O)n1	-4	-0.2%
CCN(CC)S(=O)(=O)c1ccc(OC)c(NC(=O)c2cn(CC)c3nc(C)ccc3c2=O)c1	-1	-1.3%
COC(=O)Cc1ccc(NC(=O)c2ccccc2Cl)cc1	-7	-0.8%
O=C(Nc1ccc2c(c1)oc1ccccc12)c1ccncc1	.	3.6%
N=C1S/C(=C\c2cn[nH]c2-c2ccc(F)cc2)C(=O)N1c1ccccc1F	-6	3.0%
O=C1CC2(CCCCC2)Oc2ccc(O)cc21	9	2.0%
O=C1CNC(=S)N1c1nc2ccccc2s1	6	5.3%
Cc1ccc(OC(=O)c2ccc(C)c([N+](=O)[O-])c2)cn1	-2	-4.2%
Cc1nn(C)cc1/C=N/NC(=O)CSc1ccccn1	6	-3.2%
COc1ccc(-c2csc(C)n2)cc1OC	-3	-2.2%
Cc1ccc(S(=O)(=O)NCc2cccnc2)s1	-7	1.6%
C#CCOCCOCCOCCNc1nc(N2CCN(C(=O)C(Cc3ccc(O)cc3)n3cc(C(N)CC(C)C)nn3)CC2)nc(N2CCN(C(=O)C(Cc3cc4ccccc4[nH]3)n3cc(C(N)Cc4ccc(O)cc4)nn3)CC2)n1 (centres undefined)	.	-12%
Cc1c(/C(O)=C2\C(=O)C(=O)N(CCN(C)C)C2c2ccco2)cnn1-c1ccccc1 (centres undefined)	11	-0.7%
Cc1ccc(-n2nc(C)c3c(C)c(CCC(=O)NC(C)c4ccccc4)c(C)nc32)cc1 (centres undefined)	8	-9.8%
Cc1cc(-n2nc(C)cc2C)n2ncc(-c3ccccc3)c2n1	10	1.6%
CCOC(=O)C1CCCN(C(=O)/C=C/c2cccc([N+](=O)[O-])c2)C1 (centres undefined)	2	0.8%
Cc1ccc(-c2nc3ccccc3[nH]2)cc1N	.	1.0%
CCNC(=S)Nc1cccc(Cl)c1C	3	3.8%
Cc1cc(C(=O)Nn2c(-c3ccc(Br)cc3)nc3ccccc3c2=O)ccc1[N+](=O)[O-]	-4	3.9%
CCC(C)NC(=O)C1CCCCN1S(=O)(=O)c1ccc(F)cc1 (centres undefined)	.	-4.3%
CCOC(=O)c1cc2ccccc2nc1C	?	-13%
CCC(=O)Nc1c(C)nn(-c2ccc(C)c(C)c2)c1C	9	1.3%
COc1cc(C(c2nnnn2C(C)(C)C)N2CCN(c3nc4ccccc4s3)CC2)ccc1O (centres undefined)	.	-3.3%
CCOC(=O)c1ccccc1NC(=S)N1CCCCC1	-8	4.1%
CC(C)[C@H](NC(=O)c1ccccc1)C(=O)OCC(=O)N1CC(=O)Nc2ccccc21	-5	1.9%
CCN(CC)C(=O)C12CC3CC(CC(Br)(C3)C1)C2	6	2.2%
COc1cccc2sc(Nc3nnc(-c4cccs4)o3)nc12	9	8.3%
COc1ccc(-c2nn(-c3ccccc3)cc2C#N)cc1	4	-0.5%
CN(C)S(=O)(=O)N1CCN(C(=O)c2ccccc2Cl)CC1	-14	-4.1%
CCCCn1c(N)c(C(=O)OCC2CCCO2)c2nc3ccccc3nc21 (centres undefined)	-16	3.2%
CN(C)Cc1nc2c([nH]1)c(=O)n(C)c(=O)n2C	.	6.6%
Cc1ccc(CSc2nnc(-c3cccc(S(=O)(=O)N4CCOCC4)c3)n2CC(C)C)cc1	3	-2.1%
Cc1ccc(SCC(=O)c2c(C)nc3cc(C)ccn23)cc1	-12	-1.8%
COC(=O)/C(=C/c1c[nH]c2ccccc12)[N+](=O)[O-]	1	4.9%

# Following part:
Compound	RmlCD inh 1536	GlmU inhibition
COc1ccc(-c2cc(CNC(C)=O)on2)cc1	11	2.5%
COCCCNC(=O)CN(CCc1ccccc1)S(=O)(=O)c1ccc(C)cc1	-8	-1.0%
CCn1ncc(CN2CCN(Cc3cccc(OC)c3)C(CCO)C2)c1C (centres undefined)	-7	0.4%
Cc1ccc(S(=O)(=O)Oc2ccc(/C=C(/NC(=O)c3ccccc3)C(=O)O)cc2)cc1	39	4.7%
O=C(Oc1cccc(-n2cnnn2)c1)c1sc2ccccc2c1Cl	-1	0.8%
CCC(C)[C@H](NC(=O)N1CCC(C)CC1)C(=O)O (some centres undefined)	11	-0.5%
C=CCc1c(C)nc(N2CCSCC2)[nH]c1=O	-10	1.8%
COC(=O)/C=C1/SC(=Nc2ccc(C)cc2C)NC1=O	4	.
CCNc1nc(NCC)n2c(SCc3ccc(F)cc3)nnc2n1	31	8.5%
COc1ccccc1CN(C)c1nnnn1-c1ccccc1	1	7.6%
C/C(=N\NC(=S)Nc1ccccc1C)C1Cc2ccccc2C(=O)O1 (centres undefined)	4	-3.0%
CCOC(=O)c1sc(NC(=O)c2cc(-c3ccc(C)cc3)nc3ccccc23)c(C#N)c1C	-10	3.6%
CCCCCCc1cc2cc(C(=O)Nc3cccc(OC)c3)c(=O)oc2cc1O	61	5.3%
O=C(C1=C(O)C(=O)N(CCc2ccccc2)C1c1cccs1)c1ccco1 (centres undefined)	2	0.2%
Cc1ccc(C23CC4CC(CC(C(=O)OCC(=O)NC5CCS(=O)(=O)C5)(C4)C2)C3)cc1 (centres undefined)	1	-10%
COCCn1nnnc1C(c1cc(OC)ccc1OC)N1CCc2ccccc2C1 (centres undefined)	.	0.8%
O=C1Nc2ccc(Br)cc2C1=Nc1ccc(-c2nnc3n2CCCCC3)cc1	?	.
CCCCNc1ccc(S(N)(=O)=O)cc1[N+](=O)[O-]	9	2.6%
COc1cccc(CC2(CO)CCCN(Cc3ccc(-c4ccco4)cc3)C2)c1 (centres undefined)	5	-2.6%
CCOc1ccc(C(=O)C(CN2CCOCC2)c2ccccc2)cc1 (centres undefined)	.	2.7%

# Another view of some results above.
# Results follow in this order: RmlCD inh 1536	GlmU inhibition
> COc1ccccc1CN(C)c1nnnn1-c1ccccc1
→ 1	7.6%
> C/C(=N\NC(=S)Nc1ccccc1C)C1Cc2ccccc2C(=O)O1 (centres undefined)
→ 4	-3.0%
> CCOC(=O)c1sc(NC(=O)c2cc(-c3ccc(C)cc3)nc3ccccc23)c(C#N)c1C
→ -10	3.6%
> CCCCCCc1cc2cc(C(=O)Nc3cccc(OC)c3)c(=O)oc2cc1O
→ 61	5.3%

# Continued:
Compound	RmlCD inh 1536	GlmU inhibition
COc1ccc2nc(/N=C\N(C)C)sc2c1	-12	-0.7%
CN(C)/C=C/C=C1C(=O)CCCC1=O	.	7.8%
Cc1ccc2oc(=O)c3cnn(CC(=O)N4CCN(c5ccccn5)CC4)c3c2c1	-23	1.4%
CC(C)NC(=O)CC(=O)N/N=C/c1ccc(Br)cc1	7	-5.2%
CC(=O)Nc1cc(C(=O)O)ccc1S(=O)(=O)c1ccc(C)cc1	1	3.3%
CCCSc1nc(C)c2cc(C)cc(C)c2n1	.	2.2%
O=C(CSc1nc2ccccc2c(=O)n1CCCN1CCOCC1)Nc1ccc2c(c1)OCO2	.	1.1%
CCC(=O)Nc1nnc(-c2ccco2)o1	-12	-0.9%
COc1ccc2c(c1)CCc1c(C(=O)NCc3ccc(Cl)cc3)noc1-2	-8	1.8%
O=C(COC(=O)CCCN1C(=O)c2cccc3cccc(c23)C1=O)Nc1cccc(C(F)(F)F)c1	.	5.9%
CCOc1ccccc1NC(=O)COC(=O)C1CC1	.	1.6%
COc1ccc(-c2nc(-c3cccc([N+](=O)[O-])c3O)cc(=O)o2)cc1OC	2	-4.4%
CN(C)S(=O)(=O)c1ccc(C(=O)Nc2ccc(CN3CCCC3)cc2)cc1	29	-1.1%
O=C1C(Cl)=C(N2CCOCC2)C(=O)N1c1cccc(Cl)c1	-12	-3.0%
CCC(C)n1[nH]c(=O)c2c(C)cc(C)nc21 (centres undefined)	-3	1.1%
